PGC1a acetyl inh = modulators of PGC1a acetylation; U2OS PGC1a acetylation, AlphaScreen anti-acetyl-lysine; with virally co-expressed GCN5 acetyltransferase; inhibition, % at 15.6 µM; hit rate 0.17% among 350,000;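 active = every replicate shows inhibition of at least 40%; inconclusive = mean inhibition at least 40% but some replicate below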;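 note: 0% = neutral control wells and 100% = positive control wells; some results beyond the cut were filed as inactive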
E-selectin induc = induces E-selectin expression in human endothelial cells; AID 686992; HUVEC E-selectin immunofluorescence imaging; normalized: neutral wells 0, TNF-alpha wells 100; P16581; activation, % at 7.58 µM; hit rate 0.37% among 260,000;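 active = mean E-selectin-positive cell signal at least 10% of the positive control, reached in at least 60% of replicates, without over 20% cell loss; inconclusive = no rule given, readout overlaps actives, possibly toxicity-flagged; inactive = the rest, including those meeting only one limit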;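 note: in these data hits start at about 27%; measured in HUVEC primary endothelial cells; signal is the percent of cells scored E-selectin positive by PE staining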
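Test system: HUVEC; input: 3,000 HUVEC/well; measured by: immunofluorescence imaging; read-out: % PE-positive cells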
PglD inh = PglD (C. jejuni) enzyme inhibition | inhibition, % at 12.5 µM | hit rate 0.098% among 360,000 | purified PglD enzyme, DTNB colorimetric CoA detection | AID 602405; in the data active = inhibition above about 16%, passing the limit was not always enough; inconclusive = no clear call, values can overlap the other calls; note: strong numbers were not always called active
miR-122 sensor = blocks miR-122 activity in Huh7 sensor cells. Huh7 miR-122 Renilla luciferase sensor, 48 h; neutral wells = 0, positive control = 100. activation (reporter increase), % at 12.5 µM. hit rate 0.3% among 340,000. AID 602342;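 active = mean replicate activation score at least 90 and every replicate individually at or above 90; inconclusive = only one of the two criteria met; inactive = neither criterion met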;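 note: higher luciferase means less miR-122 activity so hits act as miR-122 inhibitors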
Cneo AK release = Cryptococcus neoformans lysis via adenylate kinase release; C. neoformans lysis, adenylate kinase release luminescence, 4 h; normalised: neutral wells 0, clomiphene wells 100; lysis activity, % at 15 µM; hit rate 0.2% among 360,000;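 active = mean lysis activity across replicates of at least 80%, whatever share of replicates individually reach that level; inactive = mean lysis activity below 80%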
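Schedule: static 4 h at 37 °C with compound, 1 h detection; system: C. neoformans cells; benchmarks: Clomiphene as positive control; buffer or medium: fresh YPD medium; measure: luminescence rise reflecting yeast cell lysis; measured by: luminescent adenylate kinase detection reagent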
ERAP1 HTS inh = ERAP1 (human) enzyme inhibition | AID 652197 | inhibition, % at 10.7 µM | recombinant ERAP1, Leu-AMC fluorescence, 60 min | hit rate 0.15% among 340,000 | Q9NZ08;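 active = mean replicate inhibition of at least 30%, or all replicates individually reaching that 30% level; inactive = mean below 30% and not every replicate reaching it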;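 note: 0% = neutral control wells and 100% = L-leucinethiol positive control wells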
RAD54 inh = inhibitors of human RAD54 branch migration; Q92698; RAD54 Holliday junction branch migration, FAM/BHQ fluorescence; inhibition, % at 10.4 µM; hit rate 0.14% among 360,000; AID 602329;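 active = mean normalized replicate activity at least 40 and at least half of replicates scoring 40 or more; inconclusive = only one of the two criteria met; inactive = mean below 40 and under half of replicates reaching 40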;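 note: 0% = median of neutral control wells and 100% = median of positive control wells; inhibitors cause a drop in the FAM fluorescence signal; in these data hits start at about 50%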
Target sequence (Q92698 whole entry, looked up): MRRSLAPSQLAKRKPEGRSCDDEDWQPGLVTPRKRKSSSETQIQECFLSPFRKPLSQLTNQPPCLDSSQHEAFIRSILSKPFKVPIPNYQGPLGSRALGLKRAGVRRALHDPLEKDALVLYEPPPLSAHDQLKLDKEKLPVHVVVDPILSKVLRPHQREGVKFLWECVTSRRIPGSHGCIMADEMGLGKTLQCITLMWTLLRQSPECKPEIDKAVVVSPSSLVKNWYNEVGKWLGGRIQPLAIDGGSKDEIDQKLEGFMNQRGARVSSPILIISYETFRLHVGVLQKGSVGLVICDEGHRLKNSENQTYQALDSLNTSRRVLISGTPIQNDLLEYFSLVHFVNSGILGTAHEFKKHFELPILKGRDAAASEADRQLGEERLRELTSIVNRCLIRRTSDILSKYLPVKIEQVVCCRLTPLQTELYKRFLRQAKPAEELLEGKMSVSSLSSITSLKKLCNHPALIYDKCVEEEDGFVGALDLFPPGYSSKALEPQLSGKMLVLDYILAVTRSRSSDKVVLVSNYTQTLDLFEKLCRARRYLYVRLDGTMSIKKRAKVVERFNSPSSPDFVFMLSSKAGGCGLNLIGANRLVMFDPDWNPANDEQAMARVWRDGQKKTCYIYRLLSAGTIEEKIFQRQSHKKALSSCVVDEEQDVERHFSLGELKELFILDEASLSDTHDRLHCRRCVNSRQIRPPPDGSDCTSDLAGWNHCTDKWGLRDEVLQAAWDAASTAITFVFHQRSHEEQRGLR
RAD52 anneal inh = inhibitors of human RAD52 DNA annealing. P43351. recombinant RAD52 DNA annealing, FRET fluorescence. inhibition, % at 18.7 µM. hit rate 0.46% among 360,000;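 active = every replicate showing at least 50% inhibition; inconclusive = mean inhibition at least 50% but not in every replicate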
* hit, by the source's call; ? = inconclusive; nt = not tested or not shown; & = joins results of further samples; [ ] = another dose, or the depositor's remark.

canonical_smiles	ERAP1 HTS inh	PGC1a acetyl inh	RAD54 inh	miR-122 sensor	PglD inh	Cneo AK release	RAD52 anneal inh	E-selectin induc
Cc1ccccc1-n1c(O)c(C=Nc2ccc3c(c2)OCO3)c(=O)[nH]c1=O	nt	4	-11	0	-8	4	nt	nt
CCC(=NCc1ccco1)c1c(O)n(-c2ccccc2)c(=O)[nH]c1=O	nt	5	4	1	-2	-1	nt	nt
COc1ccc(P2(=O)Nc3ccccc3N2)cc1	2	-19	3	2	-2	1	-39	nt
CCN1CCN(c2ccc([N+](=O)[O-])cc2C#N)CC1	2	3	nt	6	nt	nt	-4	nt
CCCCn1nnnc1C(c1cccc(OC)c1OC)N1CCC2(CC1)C(=O)NCN2c1ccccc1 (configuration not stated)	nt	0	-2	?	-4	-27	11	-1.0
C[C@H]1C(=O)O[C@@H]2CCN3CC=C(COC(=O)[C@](C)(O)[C@]1(C)O)[C@H]23	-1	9	-8	-1	2	-2	-6	0.8
CC(C)N(C(=O)CCl)c1ccccc1	-2	1	2	-2	-2	3	-11	83*
CSc1nc(C)c(Br)c(N2CC2)n1	1	-13	7	-5	4	0	-7	-0.1
COC(=O)C1=C(c2ccc(Cl)c(C(F)(F)F)c2)C[C@@H]2CC[C@H]1N2C(=O)NCC1CC1	-1	-6	-2	-1	-1	-1	-12	0.0
OCC1CO1 (configuration not stated)	-1	-1	-4	2	2	-3	-10	nt
O=C(N/N=C/c1c(O)n(CCc2ccccc2)c(=O)[nH]c1=O)c1ccncc1	nt	40	3	0	3	-1	nt	nt
O=P(/C(=N/O)N1CCOCC1)(N1CCOCC1)N1CCOCC1	nt	5	-1	-2	-2	-3	nt	nt
S=C=Nc1ccccn1	1	nt	-1	-13	5	12	-21	-0.2
CC(=O)CCC(C)=O	-4	-16	-2	-2	3	1	-5	nt
CCC(=NCc1ccco1)c1c(O)n(-c2ccc(C)cc2)c(=O)[nH]c1=O	nt	5	15	-3	0	3	nt	nt

Additional records follow.
canonical_smiles	ERAP1 HTS inh	PGC1a acetyl inh	RAD54 inh	miR-122 sensor	PglD inh	Cneo AK release	RAD52 anneal inh	E-selectin induc
Cc1cccc(C)c1NC1=NCCCS1	0	6	10	-5	-1	2	-4	0.1
O=C(O)[C@H]1[C@H](CO)[C@H]2Cn3c(ccc(-c4ccccc4)c3=O)[C@@H]1N2CC1CCCCC1	0	nt	0	-1[16.7 µM]	1	-2	0	-1.4
Clc1ccc(C(Cl)(Cl)Cl)c(Cl)c1	1	3	1	-5	-2	-1	-8	nt
COc1cc(OC)c([C@H]2C=C(C)[C@H]3C[C@@H]2C3(C)C)c(OC)c1	2	9	-6	-3	-1	3	-15	0.7
COC(=O)[C@H]1[C@H](CO)[C@H]2Cn3c(ccc(C4=CCCCC4)c3=O)[C@@H]1N2C(=O)NC(C)C	3	0	8	2[16.7 µM]	1	1	5	0.0
CCC(=Nc1ccccc1N)c1c(O)[nH]c(=O)[nH]c1=O	2	1	-13	-7	1	-2	-5	nt
CC(C)COc1ccc(Cc2c(O)[nH]c(=S)[nH]c2=O)cc1	19	1	1	1	7	-10	-14	0.9
C(=NC1CCCCC1)c1c[nH]c2ccccc12	0	17	nt	1	nt	nt	-7	nt
O=C(O)C1C2CCC(O2)C1C(=O)Nc1ccc(F)c(F)c1 (configuration not stated)	3	nt	-25	-2	2	0	-1	nt
COc1cccc(Oc2coc3cc(OC(=O)N(C)C)ccc3c2=O)c1	0	13	-2	-6	-5	2	-14	-0.2
Cc1c(C)c2ccc(OCC(=O)N3CCC(C(=O)O)(c4ccccc4)CC3)c(C)c2oc1=O	3	13	-1	-2	5	-1	-8	nt
COc1ccc(-n2c(O)c(/C(C)=N/Nc3ccccc3)c(=O)[nH]c2=O)cc1	4	?	-2	nt	7	-1	-6	10.0
CCCNC(=O)N1[C@H]2CC[C@@H]1C(C(=O)OC)=C(c1cccc(Cl)c1)C2	-2	5	11	-2	3	0	-8	-0.2
CCN(CC)C(=O)c1ccc(NC(=O)COC(=O)c2ccc(Cl)s2)cc1	3	-1	-7	nt	0	-2	-17	-1.5
COc1ccc2c3c1OC1C(O)C=CC4[C@@H](C2)N(C)CC[C@]314 (some centres not stated)	-5	-2	-17	-2	0	0	-14	nt

(listing goes on)
canonical_smiles	ERAP1 HTS inh	PGC1a acetyl inh	RAD54 inh	miR-122 sensor	PglD inh	Cneo AK release	RAD52 anneal inh	E-selectin induc
O=C(Cc1ccccn1)N1CCCCN2[C@H](CO)[C@@H](c3ccc(-c4ccc(F)cc4)cc3)[C@@H]2C1	4	6	-7	-8[16.7 µM]	0	53	-12	-0.4
O=C(Cc1ccncc1)N1CCCCN2[C@H](C1)[C@@H](c1ccc(C#CC3(O)CCCC3)cc1)[C@@H]2CO	3	9	3	17[16.7 µM]	9	-2	-6	-0.2
COc1cccc(CN2CCCC(C(=O)c3ccccc3SC)C2)c1O (configuration not stated)	2	-9	3	2	6	-2	8	nt
COCC(=O)N1[C@@H]2c3ccc(C4=CCCC4)c(=O)n3C[C@H]1[C@H](CO)[C@H]2C(=O)OC	2	-8	8	6[16.7 µM]	1	-1	-20	-1.6
CCCC(C)C1C(C#N)=C(N)Oc2c1c(=O)oc1ccccc21 (configuration not stated)	nt	2	9	1	24*	-3	nt	nt
O=C(Cc1ccccn1)N1CCCCN2[C@H](C1)[C@@H](c1ccc(-c3ccccc3F)cc1)[C@@H]2CO	0	8	1	-3[16.7 µM]	1	1	-7	-0.3
C[C@]12CCC3C(CC[C@@H]4[C@H]5O[C@H]5CC[C@]34C)C1CC[C@@H]2O (some centres not stated)	0	-8	nt	-2	nt	nt	-17	-0.2
C#C[C@]1(O)CCC2C3CC=C4C[C@H](O)CC[C@]4(C)C3CC[C@@]21C (some centres not stated)	3	-4	-5	-2	1	-1	-10	nt
COc1ccccc1-n1c(Cc2ccccc2)nc2ccccc2c1=O	0	-4	3	1	3	-1	-5	2.0
COc1ccc(CNC(=O)CCC(=O)N2C[C@H]3C[C@H](C2)c2cccc(=O)n2C3)cc1OC	nt	11	-16	0	-2	0	0	nt
CCn1c(=O)cc(SCC(=O)N2CCC3(CC2)OCCO3)c2ccccc21	nt	-59	-7	nt	-2	0	nt	nt
Cc1cc2c(cc1C)NP(=S)(c1ccccc1)N2	2	8	0	-6	-1	2	-6	1.1
COc1ccc(C2(c3cccc(O)c3OC)CCN(C(C)=O)CC2)cc1O	-2	nt	-9	nt	nt	1	-5	-0.2
Cc1ccc(OC(=O)N(C)C[C@H]2OCc3cnnn3CCCC(=O)N([C@@H](C)CO)C[C@H]2C)cc1	-1&4	4&4&-4	5&0&-4	-1	2&5&-3	1&-4&56	0&-2&-3	-1.7&0.0
Cn1c2ccccc2c2c(C(=O)N3CCC4(CC3)OCCO4)cn(C3CCCCC3)c(=O)c21	nt	nt	-5	-4	-3	7	nt	nt

Carrying on:
canonical_smiles	ERAP1 HTS inh	PGC1a acetyl inh	RAD54 inh	miR-122 sensor	PglD inh	Cneo AK release	RAD52 anneal inh	E-selectin induc
COc1ccc(C#Cc2ccc([C@@H]3[C@@H](CO)N4CCCCN(C(=O)Cc5ccncc5)C[C@@H]34)cc2)cc1	-1	11	-7	-6[16.7 µM]	-1	2	-63	0.7
CCOC(=O)c1cncn1[C@@H](C)c1ccccc1	-1	nt	7	-3	0	0	3	-2.1
CN1C(=O)C(=Cc2cccnc2)C(=O)N(C)C1=O	1	0	nt	nt	nt	nt	-3	-0.7
COc1cccc(N2C(=O)NC(=O)/C(=C/c3ccc4c(c3)Cc3ccccc3-4)C2=O)c1	9	-1	9	2	-1	-2	-50	4.2
O=C(N/N=C/c1c(O)n(Cc2ccccc2)c(=O)[nH]c1=O)c1ccncc1	-1	-7	-1	-1	1	1	-25	-0.3
CC(C)COC(=O)N1Cc2ccccc2-n2nncc2C1	-2	-6	0	3	2	0	-4	0.5
CCC(C)n1c(O)c(C(c2ccccn2)c2c(O)n(C(C)CC)c(=S)[nH]c2=O)c(=O)[nH]c1=S (configuration not stated)	3&2	11	-6	0	-1	3	-36&-59	nt
Oc1ccc2c3c1O[C@H]1c4[nH]c5ccccc5c4C[C@@]4(O)[C@@H](C2)N(CC2CC2)CC[C@]314	-4	-2	5	-5	-6	3	8	0.4
CC(=O)c1ccc(OCC(=O)N2CCCC(N(C)Cc3ccccc3)C2)cc1 (configuration not stated)	-3	-1	-4	8	3	0	-4	nt
O=C(COc1ccc(Cl)cc1)NCCc1cnc[nH]1	-2	2	-11	-2	8	-1	-7	-0.4
COC12C(COC(N)=O)C3=C(C(=O)C(C)=C(N)C3=O)N1CC1C2N1C (configuration not stated)	4	-7	11	-26	-7	2	-7	nt
CC(C)C/C(=N/O)c1c[nH]c2ccccc12	nt	0	-4	9	-8	2	nt	nt
COC(=O)[C@H]1[C@H](CO)[C@H]2Cn3c(ccc(-c4ccccc4)c3=O)[C@@H]1N2CC1CCCCC1	1	nt	-3	3[16.7 µM]	1	0	4	-0.2
c1ccc(C[n+]2ccccc2)cc1	-6	nt	1	nt	-2	2	-16	0.0
C[C@]12CCC3[C@@H](CCC4=CC(=O)CC[C@@]43C=O)C1CCC2=O (some centres not stated)	-4	17	-3	8	-1	4	-10	0.5

Next section.
canonical_smiles	ERAP1 HTS inh	PGC1a acetyl inh	RAD54 inh	miR-122 sensor	PglD inh	Cneo AK release	RAD52 anneal inh	E-selectin induc
CC(C)(C)C(=O)Cn1c(NCCCl)nc2ccccc21	-6	13	-1	-5	4	8	-9	nt
NP(=O)(Oc1ccccc1)Oc1ccccc1	3	-5	-6	-5	-2	1	-12	-0.1
C/C=C(\C)C(=O)N[C@@H](c1ccccc1)[C@@H](O)C(=O)O[C@H]1C[C@@]2(O)[C@@H](OC(=O)c3ccccc3)C3[C@](C)(C(=O)[C@H](OC(C)=O)C(=C1C)C2(C)C)[C@@H](O)C[C@H]1OC[C@@]31OC(C)=O (some centres not stated)	3	-46	-1	5	3	-1	-11	nt
Cn1c(O)c(/C=N/NC(=O)c2ccncc2)c(=O)n(C)c1=S	nt	22	-6	-9	-15	0	-66	0.6
COC(=O)C1=C(c2ccc(C(C)=O)cc2)C[C@@H]2CC[C@H]1N2C(=O)N1CCOCC1	2	-1	13	-5	-6	0	-3	0.2
C[C@]1(O)CCC2C3CC[C@H]4C[C@@H](OC(=O)[C@@H](N)CCCCN)CC[C@]4(C)C3CC[C@@]21C (some centres not stated)	2	4	60*	-6	-4	3	88*	0.0
COc1ccccc1CN1[C@H](CO)[C@H](c2ccccc2)C12CN(C(=O)Cc1ccccc1)C2	-3	3	nt	nt	nt	nt	3	-0.1
O=C(Nc1cccc(C(F)(F)F)c1)c1cccn(Cc2ccc3c(c2)OC(F)(F)O3)c1=O	nt	-6	0	5	-1	4	nt	nt
Cc1ccc(-n2nc(C)c3c2NC(=O)CSC3c2ccc3c(c2)OCO3)cc1 (configuration not stated)	nt	36	2	0	-2	1	nt	nt
CCC1(CCO)C(=O)NC(=S)NC1=O	0	14	-4	80	-6	0	-11	-0.5
O=C1NC(=O)N(c2ccc3c(c2)OCO3)C(=O)/C1=C\c1ccc(N2CCCCC2)o1	12	1	nt	-21	nt	nt	-142	0.4
CN(C)c1ccc(NC(=O)CN2C(=O)CN=C(c3ccccc3)c3ccccc32)cc1	nt	-1	-1	-4	5	17	nt	nt
O=C(O)Cn1cc(C(=O)c2ccccc2F)c2ccccc21	-1	nt	-12	-9	-2	1	-11	0.1

Screening data (PubChem)

A portion of the library, so the mix of outcomes need not match the whole.
